# Pf apPOL block – Pf-apPOL DNA polymerase inhibition; Recombinant Pf-apPOL, molecular beacon fluorescence, 1.5 h; inhibition, % at 10 µM; 0.25% of 210,000 active
# mHTT-CaM PPI inh – mHTT-calmodulin interaction abrogation. P42858. AlphaScreen His-mHTT/GST-CaM binding, luminescence. inhibition, % at 15 µM. 3.6% of 190,000 active. AID 1671202;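 note: 0% = both proteins with DMSO and 100% = one protein alone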
# An asterisk follows results filed as active; x = not tested or not shown; & = joins results of further samples. Cut-off read from the data, not from the text of the source: active = inhibition above about 50%; inactive = the rest.
SMILES,Pf apPOL block,mHTT-CaM PPI inh
COc1cc(OC)cc(C(=O)N2CC3CC(NS(=O)(=O)c4cccs4)C2C3)c1 (stereo not drawn),-8,-4
OCCN(Cc1ccccc1)Cc1ccc(Cl)cc1,-4,-16
COc1c(C)cccc1C1=N/C(=C/c2ccc(F)cc2)C(=O)O1,-1,4
Cc1cc([N+](=O)[O-])nn1CC(=O)N1CCN(Cc2ccccc2)CC1,2,7
COc1cc(C2Nc3ccccc3-c3nnc(SC)nc3O2)cc(Br)c1OC (stereo not drawn),8,9
COc1ccccc1/C=C/C1=NC(=C\C=C\c2ccccc2)/C(=O)O1,-1,15
Cc1nc2cc(C(=O)O)ccc2n1-c1ccccc1,-1,4
Cc1cccc(N=Cc2nc(-c3ccccc3)oc2O)c1,3,9
Cc1nc2nc(SCC(=O)N3CCOCC3)nn2c(C)c1Cc1ccccc1,-5,4
Cc1cc(-c2[nH]nc3c2C(c2cccnc2)C(C#N)=C(N)O3)c(C)s1 (stereo not drawn),0,14
COc1ccc(C(=O)N2CCCCC2c2nncn2CC2CC2)cc1F (stereo not drawn),0,-4
CCCCC(=O)Nc1cc(F)c2nc(N3CCOCC3)ccc2c1,0,-11
COc1ccc2c(c1)CN1C(=O)N(Cc3ccccc3)S(=O)(=O)CC21 (stereo not drawn),-3,-3
CCc1nnc2c(NC(=O)CC3CCCCC3)cccn12,4,-4
Cc1c(Cl)cccc1NC(=O)N1CCCC1c1cc(C(C)C)no1 (stereo not drawn),-1,1
O=C1CCC(O)CCN1CCSc1ccccc1 (stereo not drawn),4,-2
CC(C)c1ccc(C(=O)N2CCCc3ccccc32)cc1,0,-38
Cc1ccc(/C=C2\N=C(c3cc(F)c(F)cc3Cl)OC2=O)cc1,-7,1
CC1(C(=O)NCc2ccc(F)cc2)CCCN(C(=O)Nc2ccccc2Cl)C1 (stereo not drawn),0,-1
COc1ccc(-n2nnnc2SCC(=O)Nc2ccccc2F)cc1,-42,6
CCN(CC)S(=O)(=O)c1ccc(F)c(C(=O)NCc2cccnc2)c1,1,-2
Cc1ccc(S(=O)(=O)N(CC(=O)N2CCOCC2)c2ccc(F)cc2)cc1,1,3
Cc1ccc(C(=O)N2CCC(CC(=O)NCCc3ccccc3)CC2)cc1,-2,11
Cc1occc1C(=O)NCc1ccc2c(c1)OCO2,-2,4
CCOc1ccccc1NC(=O)COc1ccc(Br)c(C)c1,-3,-22
CC(C)N1C(=O)Cc2ccccc2C1C(=O)NCc1ccccc1F (stereo not drawn),-1,-6
O=C(NCCC(O)c1ccc2c(c1)OCO2)C1CC=CCC1 (stereo not drawn),-5,-6
O=C(Nc1cc(F)cc(F)c1)N1CC(c2noc(-c3ccncc3)n2)C1,4,-4
COCCNC(=O)CC1CCN(C(=O)C2CCCCC2)CC1,-4,-6
COc1cc(NC(=O)Cn2nc3c(cc2=O)CCC3)cc(OC)c1,-2,4
CCOc1cc(C(=O)Nc2ccc3oc(-c4cccnc4)nc3c2)cc(OCC)c1OCC,4,4
C#CCOC1(c2ccccc2)OC(=O)c2ccccc21 (stereo not drawn),-1,-14
O=C(O)C1C2CCC(C2)C1C(=O)Nc1ccccc1 (stereo not drawn),1,1
Cc1ccc(C(=O)N(CC(N)=O)CC(N)=O)cc1,2,2
O=C(CCc1conc1-c1ccc(F)cc1)NCC1CC1,-2,-4
NC(=O)c1nc(C(N)=O)c(C(=O)O)cc1C(=O)O,-10,4
O=C(c1cc2nc(-c3ccc([N+](=O)[O-])cc3)cc(C(F)(F)F)n2n1)N1CCCCC1,-3,0
COc1cc(CN2CCOCC2)ccc1OCc1ccccc1,0,0
COCCn1c(C2CCN(S(=O)(=O)c3cc(C)ccc3C)C2)nc2cccnc21 (stereo not drawn),-3,13
CCCCN(CC)S(=O)(=O)c1ccc(C(=O)Nc2nnc(CSC)o2)cc1,-15,26
COc1cccc(NC2(c3nnnn3-c3ccccc3C)CCCC2)c1,-3,1
CCSc1nc2c(c(=O)[nH]1)C1(CCCC1)Cc1ccccc1-2,3,-5
COc1cccc(CCC(=O)N2CCN(C3=CC4=NCC(C)N4C=N3)CC2)c1 (stereo not drawn),1,-2
Cc1cccc(-c2noc(-c3ccc(NCc4ccc(F)cc4)nc3)n2)c1,3,-3
c1ccc2c(c1)Oc1ccccc1S2,-2,x
CCN1CCN(CCCNS(=O)(=O)c2cc(Br)c(Br)s2)CC1,-1,3
O=c1ccoc2ccc(Cl)cc12,-2,x
CC1(C)CC(N2CCC(=O)NC2=S)CC(C)(C)N1,x,-3
Cc1cccc(NC(=O)c2c(O)c3cccc4c3n(c2=O)CC4)c1,-1,13
CC1=C(C(=O)Nc2ccc(C)cc2)C2(CCC(C)CC2)OC1=O (stereo not drawn),0,7
CCCCC#Cc1ccc(C(=O)O)o1,14,x
CC(C)c1noc(COC2CCCN(C(=O)Cc3ccsc3)C2)n1 (stereo not drawn),-3,-12
CCC(=O)NCc1nc2c(n1C)CN(S(=O)(=O)c1cccc(C)c1)CC2,-1,6
CCCC(=O)N1CCCC2(CC(c3ccc(Cl)cc3)=CO2)C1 (stereo not drawn),-8,-3
COc1ccc(N2CCN(C(=O)C3CCc4sc(C(=O)N(C)C)cc4C3)CC2)cc1 (stereo not drawn),-5,12
Cc1cc(C)cc(OCC(=O)NCc2ccncc2)c1,-4,-4
Cc1cc2nc(SCCN3CCOCC3)[nH]c2cc1C,0,20
O=C1C2C3C=CC(C3)C2C(=O)N1c1ccc(O)cc1 (stereo not drawn),2,-5
CCOc1ccc(C(=O)Nc2ccc(-c3nc4ncccc4o3)cc2)cc1,-2,1
CCCCN1CCN(C(=O)c2cc3c(n2C)CCN(Cc2cccc(F)c2)C3)CC1,-8,40
# Next results follow.
SMILES,Pf apPOL block,mHTT-CaM PPI inh
CN(C)S(=O)(=O)c1ccc(C(=O)Nc2sc(-c3ccccc3)cc2C(N)=O)cc1,-2,-16
Cc1oc(C(C)C)nc1C(=O)NCc1ccncc1,4,-1
Cc1ccc(NC(=O)N2CCC(N3CCN(Cc4ccc(F)cc4)C3=O)CC2)c(C)c1,-4,13
OC(c1ccccc1)c1ccc2c(c1)OCCCO2 (stereo not drawn),-3,-4
COc1ccc(OC)c(/C=C2/C(=N)N3N=C(C(C)C)SC3=NC2=O)c1,9,2
CN(C)Cc1nnnn1CCn1nnnc1CN(C)C,-2,-5
CC(=O)c1cccc(NC(=O)Nc2ccccc2)c1,-7,-2
CCCCNC(=O)C1CCN(S(=O)(=O)N(CC(C)C)CC(C)C)CC1,-12,0
Cc1ccc(CNC(=O)Cn2cnc3c(-c4ccc(F)cc4)csc3c2=O)cc1,-2,-15
CCCC(=O)Nc1c(C)nn(C(=O)CCC)c1C,-1,3
Cc1[nH]n(-c2ccc(Cl)cc2)c(=O)c1C=Nc1ccc(O)cc1,1,3
Cc1ccccc1NC(=O)CN1C(=O)C(c2ccc(F)cc2)=NC12CCCCCC2,-6,1
Brc1ccc(-n2nnnc2-c2ccccc2)c(Br)c1,6,0
Cc1oc2ccc(NS(=O)(=O)c3ccc(F)cc3)cc2c1C(=O)O,2,-19
Cc1noc(-c2cccnc2N2CCCN(C(=O)Cc3cccc(F)c3)CC2)n1,6,0
COc1ccc(OCC(=O)N2CCC3(CC2)Nc2cc(C)ccc2-n2cccc23)cc1,4,54*
COc1ccc(NC(=O)C2CCN(c3ccc(Cl)cc3F)C2=O)cc1OC (stereo not drawn),-2,7
O=C(O)C1C2C=CC(O2)C1C(=O)Nc1cccc(Cl)c1Cl (stereo not drawn),-11,-6
CCOc1ccc(-c2nc(-c3ccc4ncn(CC)c4c3)no2)cc1,-2,-4
CN(C)CCNC(=O)c1cc(-c2cccc(F)c2)n(C)n1,-5,-11
CCOc1ccc(S(=O)(=O)NCc2ccco2)c2cccnc12,-3,6
CSc1cccc(-n2cc(-c3ccccc3)[nH]c2=O)c1,-4,2
O=C(NCCc1cccs1)C1CCc2sc(C(=O)N3CCCC3)cc2C1 (stereo not drawn),-2,11
Cc1nc(C)c(-c2csc(Nc3ccc(S(N)(=O)=O)cc3)n2)s1,8,9
COc1ccccc1C1=N/C(=C\c2ccc(Cl)cc2)C(=O)O1,-2,-2
CCC(C)NC(=O)C1CCN(Cc2cn(CC)c3ccc(Cl)cc23)CC1 (stereo not drawn),-5,-11
O=C(Nc1ccc(F)cc1F)N1CCc2c(nc[nH]c2=O)C1,0,-4
O=C(O)c1cccc(NC(=O)c2cccc(S(=O)(=O)N3CCCc4ccccc43)c2)c1,2,10
O=c1[nH]c2c(Cl)cccc2c(O)c1-c1nc(-c2ccc(F)cc2)no1,-2,-9
CCNc1cc(N2CCC(CCC(=O)N3CCOCC3)CC2)ncn1,-6,1
Cc1ccc(NC(=O)C2CCc3nc(N4CCOCC4)ncc3C2)c(F)c1 (stereo not drawn),-1,1
CC(C)Oc1ccc(NC(=O)c2ccc([N+](=O)[O-])cc2Cl)cc1,-9,10
Cc1ccc(-c2csc(/C(C#N)=C/c3ccccc3[N+](=O)[O-])n2)c(C)c1,7,21
CC1=C(C(=O)Nc2ccc(C)cc2C)C(c2cccc(Br)c2)n2nnnc2N1 (stereo not drawn),-1,-3
O=C(O)CCC(=O)Nc1ccc(Br)cc1C(=O)c1ccc(Cl)cc1,-1,4
Cc1ccccc1C(=O)Nc1ccccc1C(N)=O,-3,6
Cc1cccc(-c2noc(-c3ccc(N4CCCC4)nc3)n2)c1,1,-10
COc1ccc(N2CCN(CC(O)COc3ccccc3C(C)(C)C)CC2)cc1 (stereo not drawn),2,71*
CNC(=S)C12CC3CC(CC(C3)C1)C2,3,x
COc1ccc(OC)c(/C=C2/N=C(c3ccc(Cl)cc3Cl)OC2=O)c1,-4,-3
OC(CN1CCCC1)Cn1ccc(C(F)(F)F)n1 (stereo not drawn),6,x
COc1cc(SC)ccc1C(=O)Nc1nc2ccc(S(C)(=O)=O)cc2s1,0,63*
CC1=C(C(=O)Nc2ccc(F)cc2)C(c2ccccn2)C2=C(CC(c3ccccc3)CC2=O)N1 (stereo not drawn),-3,-12
CC(C)(C)c1nc(SCc2nc(-c3cccc(-n4cccc4)c3)no2)n[nH]1,1,x
Cc1ccc(S(N)(=O)=O)cc1NC(=O)Nc1ccc(Cl)cc1,-9,-1
COc1ccccc1-n1ncc2c(C(C)C)nnc(SCC(=O)NCc3ccco3)c21,-3,5
O=C(c1ccc(Cl)cc1)c1ccco1,5,-5
COc1ccccc1CN1CCc2nc(Nc3ccccc3)ncc2C1,11,35
COCCn1c(C2CCN(S(=O)(=O)c3c(C)c(C)cc(C)c3C)C2)nc2ccncc21 (stereo not drawn),2,17
Cc1ccc2nc(NC(=O)CCS(=O)(=O)c3ccc(Br)s3)sc2c1,-7,2
Cc1ccccc1CN1CCc2nc(Nc3ccc4c(c3)OCO4)ncc2C1,-1,19
O=S(=O)(c1ccccc1)c1ccc(I)cc1,-2,-16
Cc1ccc(C)c(NC(=O)N2CCn3cccc3C2Cc2ccccc2)c1 (stereo not drawn),-2,10
COc1cc(/C=C2/SC(=Nc3ccccc3Cl)NC2=O)cc(OC)c1OC,1,8
C#CCSc1nc(C)cc(C(=O)OCC)c1C#N,-2,x
CCN(CC)C(=O)NCCNC(=O)N(CC)CC,x,-7
N#CC1=C(SCC(=O)Nc2ccc(Br)cc2)NC(=O)C(C#N)C12CCCCC2 (stereo not drawn),-1&-3,22&16
Cn1c(CSc2nc3ccccc3n2C)nc2ccccc21,1,-1
CC1=NNC(=O)/C1=C(/C)C/C(C)=C1/C(=O)NN=C1C,4,0
O=C(NCc1ccc(F)cc1)N1CCCC1c1ccc(Cl)cc1 (stereo not drawn),-2,-12
# More records.
SMILES,Pf apPOL block,mHTT-CaM PPI inh
O=C(Nc1cnc(N2CCCCC2)nc1)c1cncc(Br)c1,-3,17
CC(C)N1C(=O)c2cccnc2Sc2cc(NC(=O)C(C)(C)C)ccc21,4,1
COc1cccc(S(=O)(=O)N2CCCC(c3nc(CNC(C)=O)cs3)C2)c1 (stereo not drawn),-8,-9
CC1(C(=O)O)CCC(c2nc3ccccc3[nH]2)C1(C)C (stereo not drawn),-2,-5
O=C(CSc1oc(-c2ccco2)nc1S(=O)(=O)c1ccccc1)c1ccccc1,-4,13
COc1cc(SC)ccc1C(=O)NC(C)CCc1ccccc1 (stereo not drawn),-6,-13
O=C(c1ccccc1)N1CCC(CCNS(=O)(=O)c2cc(F)ccc2F)CC1,-3,49

# Entries from the list above that contain an aryl thioether with sulfur outside any ring (14):
SMILES,Pf apPOL block,mHTT-CaM PPI inh
COc1cc(C2Nc3ccccc3-c3nnc(SC)nc3O2)cc(Br)c1OC (stereo not drawn),8,9
Cc1nc2nc(SCC(=O)N3CCOCC3)nn2c(C)c1Cc1ccccc1,-5,4
O=C1CCC(O)CCN1CCSc1ccccc1 (stereo not drawn),4,-2
COc1ccc(-n2nnnc2SCC(=O)Nc2ccccc2F)cc1,-42,6
CCSc1nc2c(c(=O)[nH]1)C1(CCCC1)Cc1ccccc1-2,3,-5
Cc1cc2nc(SCCN3CCOCC3)[nH]c2cc1C,0,20
CSc1cccc(-n2cc(-c3ccccc3)[nH]c2=O)c1,-4,2
COc1cc(SC)ccc1C(=O)Nc1nc2ccc(S(C)(=O)=O)cc2s1,0,63*
CC(C)(C)c1nc(SCc2nc(-c3cccc(-n4cccc4)c3)no2)n[nH]1,1,x
COc1ccccc1-n1ncc2c(C(C)C)nnc(SCC(=O)NCc3ccco3)c21,-3,5
C#CCSc1nc(C)cc(C(=O)OCC)c1C#N,-2,x
Cn1c(CSc2nc3ccccc3n2C)nc2ccccc21,1,-1
O=C(CSc1oc(-c2ccco2)nc1S(=O)(=O)c1ccccc1)c1ccccc1,-4,13
COc1cc(SC)ccc1C(=O)NC(C)CCc1ccccc1 (stereo not drawn),-6,-13

# Screening data: PubChem, University of Kansas High Throughput Screening Laboratory
